Screening data deposited in PubChem by National Center for Advancing Translational Sciences (NCATS).
HEK cytotox – Cytotoxic Profiling in HEK 293 Cell Line of Diverse Libraries Using Quantitative High-Throughput Screening | Potency, µM (series often up to 115 µM), without a hit: at the highest dose activity change, negative = cytotoxicity, actives largely listed as inhibitors | HEK 293 viability, ATP luminescence (CellTiter-Glo), 48-72 h | hit rate 6.6% among 94,000; note: potency is the fitted concentration of half-maximal effect; nearly all actives have a fitted effect of over 60% in size
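Luminescence from cellular ATP, measured with CellTiter-Glo, indicates HEK 293 viability. Cells plated at 250 cells/well are treated with compound for 48 or 72 hr at 37 degree Celsius before reagent addition.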
3T3 cytotox – Cytotoxic Profiling in NIH 3T3 Cell Line of Diverse Libraries Using Quantitative High-Throughput Screening; Potency, µM (doses to about 96.7 µM), for the others: at the highest dose activity change, negative = cytotoxicity, most hits filed as inhibitors; hit rate 4.3% among 94,000; NIH 3T3 viability, CellTiter-Glo ATP luminescence, 48-72 h; note: potency is the fitted concentration of half-maximal effect; nearly all actives have a fitted effect of over 55% in size
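First NIH 3T3 cells are plated at 400 cells/well; next compound is pinned in; then plates incubate 48 or 72 hr at 37 °C; finally CellTiter-Glo is added and luminescence read after 10 min.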
GPT2 inh – Primary qHTS assay for inhibitors of Glutamate pyruvate transaminase 2 (GPT2) | Alanine aminotransferase 2 (Homo sapiens), Q8TD30 | Recombinant GPT2, coupled pyruvate oxidase/HRP Amplex Red fluorescence | Potency, µM (highest dose often 57.7 µM), inactives show at the highest dose activity change, negative = inhibition, actives largely listed as inhibitors | hit rate 0.25% among 100,000; note: potency is the fitted concentration of half-maximal effect; nearly all actives have a fitted effect of over 60% in size; many of its hits are not listed in these tables
Target sequence (Q8TD30 whole entry, looked up): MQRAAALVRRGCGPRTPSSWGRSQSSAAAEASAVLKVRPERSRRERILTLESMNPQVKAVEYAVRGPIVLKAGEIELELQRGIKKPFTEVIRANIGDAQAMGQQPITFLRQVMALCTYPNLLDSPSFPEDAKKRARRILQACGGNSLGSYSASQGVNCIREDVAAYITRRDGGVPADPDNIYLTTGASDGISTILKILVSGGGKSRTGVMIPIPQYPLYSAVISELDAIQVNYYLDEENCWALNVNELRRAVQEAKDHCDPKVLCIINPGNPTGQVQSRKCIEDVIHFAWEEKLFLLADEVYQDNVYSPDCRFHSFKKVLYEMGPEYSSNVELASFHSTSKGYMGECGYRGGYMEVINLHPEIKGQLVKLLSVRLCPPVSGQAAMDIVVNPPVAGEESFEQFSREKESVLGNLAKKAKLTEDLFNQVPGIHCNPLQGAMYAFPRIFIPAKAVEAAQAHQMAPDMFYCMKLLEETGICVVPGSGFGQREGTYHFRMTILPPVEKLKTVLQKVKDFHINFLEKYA
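Inhibition is scored from Amplex Red fluorescence generated when pyruvate oxidase and HRP act on pyruvate released by GPT2. Reactions contain 10ng/uL enzyme, 250uM a-KG and 2mM L-alanine and run 30 min at room temperature.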
FLuc inh – Firefly luciferase inhibition profiling of diverse chemical library using quantitative high-throughput screening; hit rate 2.5% among 76,000; Potency, µM (series often up to 115 µM), for inactives: at the highest dose activity change, negative = inhibition, most hits filed as inhibitors; purified P. pyralis luciferase, luminescence, biochemical; Luciferin 4-monooxygenase (Photinus pyralis), P08659; note: potency is the fitted concentration of half-maximal effect; nearly all actives have a fitted effect of over 65% in size
Target sequence (P08659 whole entry, looked up): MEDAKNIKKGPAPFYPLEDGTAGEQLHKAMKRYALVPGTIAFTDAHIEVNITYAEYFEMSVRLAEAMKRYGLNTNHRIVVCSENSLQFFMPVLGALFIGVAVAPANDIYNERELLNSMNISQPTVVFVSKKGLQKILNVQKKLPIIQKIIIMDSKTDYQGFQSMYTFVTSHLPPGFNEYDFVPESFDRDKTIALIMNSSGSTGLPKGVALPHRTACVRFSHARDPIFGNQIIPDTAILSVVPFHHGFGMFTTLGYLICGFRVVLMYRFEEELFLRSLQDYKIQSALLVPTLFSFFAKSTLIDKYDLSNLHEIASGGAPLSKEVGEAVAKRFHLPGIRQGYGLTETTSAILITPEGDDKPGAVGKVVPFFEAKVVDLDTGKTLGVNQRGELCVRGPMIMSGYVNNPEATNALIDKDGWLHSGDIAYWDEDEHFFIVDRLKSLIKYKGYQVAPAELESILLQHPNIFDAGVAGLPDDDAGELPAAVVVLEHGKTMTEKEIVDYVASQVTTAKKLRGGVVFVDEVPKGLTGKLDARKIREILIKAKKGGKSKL
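Purified P. pyralis luciferase (10nM final) in 50mM Tris acetate pH 7.5, 10mM Mg acetate, 0.01% Tween-20, 0.05% BSA with 10uM D-luciferin and 10uM ATP. Compounds titrated qHTS. Luminescence imaged on CCD.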
SNCA expr inh – Primary qHTS assay for inhibitors of alpha-synuclein gene (SNCA) expression; hit rate 0.17% among 140,000; HEK-293 SNCA-luciferase knock-in, luminescence, 24 h; AID 1671194, 2021; Potency, µM (top dose mostly 57.2 µM), without a hit: at the highest dose activity change, negative = inhibition, actives largely listed as inhibitors;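 note: potency is the fitted concentration of half-maximal effect; plate controls were DMSO cells for no effect and cell-free wells for full effect; nearly all actives have a fitted effect of over 45% in size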
SNCA viab count – GF-AFC viability counterscreen for inhibitors of alpha-synuclein gene (SNCA) expression. hit rate 0.12% among 150,000. AID 1671193, 2021. Potency, µM (top dose mostly 57.1 µM), for the others: at the highest dose activity change, negative = cytotoxicity, usual class: cytotoxic. HEK-293-SNCA-luc viability, GF-AFC fluorescence, 24 h;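 note: potency is the fitted concentration of half-maximal effect; 0% = DMSO-treated cells and -100% = medium-only wells without cells; nearly all actives have a fitted effect of over 30% in size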
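Cytotoxicity counterscreen: after 24 h compound treatment of genome-edited SNCA-luciferase HEK-293 cells, live-cell protease substrate GF-AFC read by fluorescence after 30 min; activity scaled between DMSO (0%) and medium-only (-100%), curves Hill-fitted.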
IP6K1 inh – Primary qHTS assay for small molecule inhibitors of Inositol hexaphosphate kinase 1 (IP6K1); Inositol hexakisphosphate kinase 1 (Homo sapiens), Q92551; IP6K1 kinase, ADP-Glo luminescence, 2 h; hits give low values; activity change, % (series mostly up to about 58 µM); hit rate 0.81% among 140,000; in the data active = activity change below about -25%
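ADP-Glo luminescence measures ADP made by human IP6K1 during a 2 h RT reaction with ATP/IP6 (mix at 1.3 mM/130 uM); top library doses 57.5 and 19.1 uM final.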
* marks the source's active call; other numbers are inactive results; i = inactive; ? = inconclusive; · = no result given; [ ] = dose if it differs, or a comment. Unless noted, calls come from the whole dose curve; as a rule, active = well fitted curve in the direction sought with a large enough effect; inconclusive = small, poorly fitted or top-dose-only effect, or another doubt; inactive = no such curve, though single readings can be large; an effect the other way counts as inactive or inconclusive. Unless noted, % is set by controls: 0 for no effect and ±100 for the full control effect.

compound,HEK cytotox,3T3 cytotox,GPT2 inh,FLuc inh,SNCA expr inh,SNCA viab count,IP6K1 inh
Cc1cc(=O)n(CC(=O)N[C@H](c2ccccn2)C2CC(O)C2)nc1C (stereo partly drawn),0%,i,2%,1%,19%,-1%,-5
COC(=O)CNC(=O)C1CN(S(=O)(=O)c2cccs2)CC12CCCCC2 (stereo not drawn),-6%,0%,i,6%,1%,10%,42
CC(NC(=O)c1ccc(Cn2ccn3nc4c(c3c2=O)CCCC4)cc1)c1ccccc1 (stereo not drawn),?,?,i,-1%,-13%,-5%,12
O=C(CN1CCN(c2nccc(-c3cccnc3)n2)CC1)N1CCOCC1,-7%,?,-5%,-19%,25%,4%,3
COc1cccc(C(=O)N2CCC3(CC2)SCC(=O)N3c2ccc(F)cc2)c1,-5%,-1%,3%,-7%,-29%,12%,-2
O=C1NC2(CCN(C(=O)c3ccccc3)CC2)COc2ccccc21,-2%,-10%,i,-1%,-5%,5%,18
Cc1ccc2c(c1)sc1nc(-c3cc4cc(Cl)ccc4oc3=O)cn12,·,·,·,·,-7%,-2%,19
O=C1OCCCN1C1CCN(S(=O)(=O)c2cccs2)CC1,5%,2%,i,·,5%,9%,-16
COc1ccc(NC(=O)Cc2csc(COc3cccc(C)c3)n2)c(OC)c1,·,·,·,·,-15%,-17%,-7
CCC1(O)CCC12CCN(C(=O)Cc1cccnc1)CC2 (stereo not drawn),-6%,-19%,i,-14%,7%,?,-12

The closing five compounds of the section above come first, to join the parts:
compound,HEK cytotox,3T3 cytotox,GPT2 inh,FLuc inh,SNCA expr inh,SNCA viab count,IP6K1 inh
O=C1NC2(CCN(C(=O)c3ccccc3)CC2)COc2ccccc21,-2%,-10%,i,-1%,-5%,5%,18
Cc1ccc2c(c1)sc1nc(-c3cc4cc(Cl)ccc4oc3=O)cn12,·,·,·,·,-7%,-2%,19
O=C1OCCCN1C1CCN(S(=O)(=O)c2cccs2)CC1,5%,2%,i,·,5%,9%,-16
COc1ccc(NC(=O)Cc2csc(COc3cccc(C)c3)n2)c(OC)c1,·,·,·,·,-15%,-17%,-7
CCC1(O)CCC12CCN(C(=O)Cc1cccnc1)CC2 (stereo not drawn),-6%,-19%,i,-14%,7%,?,-12
Nc1nc(-c2cccc(CN3CCOCC3)c2)cc(N2CCCC2)n1,-10%,?,1%,8%,18%,1%,-15
COCCN1C(=O)c2cccn2CC1CNC(=O)CC1CCCC1 (stereo not drawn),?,-16%,i,-5%,10%,-3%,29
CCNC(=O)[C@@H]1C[C@H](NC(=O)Cc2cc(C)ccc2C)CN1C1CCCC1,-19%,-16%,5%,0%,2%,-6%,4
O=C(CN1CCOC(c2ccc(F)cc2)C1)NCc1ccccn1 (stereo not drawn),-9%,-5%,-5%,-2%,2%,2%,20
COc1cccc(C(=O)N2CCC3(CC2)NC(=O)N(Cc2ccccc2)C3=O)c1OC,-1%,3%,i,3%,0%,8%,7
CCc1cc(C(=O)Nc2cnn(Cc3ccccc3C)c2)no1,·,·,·,·,73%[activator],-21%,24
CC(C)N1C[C@H](O)C[C@H]1c1nc(-c2ccc(F)cc2)no1,?,3%[230 µM],-7%[88.5 µM],?,86%[activator][87.6 µM],4%[87.6 µM],6
CCn1cc(CN2CCN(Cc3ccccc3)CC2)ccc1=O,-20%,-17%,?,-1%,-3%,-5%,4
CC(C)(C)NS(=O)(=O)c1ccccc1-c1ccc(Cn2ccnc2)cn1,-5%,-25%,2%,-2%,5%,-1%,3
CCC(C)NS(=O)(=O)c1ccc(N2CCCCS2(=O)=O)cc1 (stereo not drawn),·,·,·,·,12%,15%,13

Continued:
compound,HEK cytotox,3T3 cytotox,GPT2 inh,FLuc inh,SNCA expr inh,SNCA viab count,IP6K1 inh
OCCN1C[C@H](O)[C@@H](O)[C@H](O)[C@@H]1CO,·,·,i,·,-12%,-11%,·
O=C(C1CCOCC1)N1CCC2(CC1)CC(N(Cc1ccccc1)C1CC1)CCO2 (stereo not drawn),?,-2%,-3%,-1%,9%,2%,7
CCCCn1c(CN(C)Cc2[nH]c3ccccc3c2C)cnc1S(=O)(=O)CC,?,?,1%,16%,?,?,4
COc1cccc(CC(=O)N2CCC3(CC2)CC(N(C2CC2)S(C)(=O)=O)CCO3)c1 (stereo not drawn),?,-20%,i,-3%,-7%,1%,13
COc1ccc(C(=O)N[C@@H]2CCC[C@@H]2C(=O)NCCCc2ccccc2)cn1,-25%,-31%,i,-1%,8%,-26%,12
COc1ccccc1NC(=O)C1=C(C)Nc2nc(SCc3ccccc3Cl)nn2C1c1ccncc1 (stereo not drawn),·,·,·,·,13%,11%,2
COc1ccc(C(C)NC(=O)c2noc(-c3ccccc3F)n2)cc1OC (stereo not drawn),-24%,?,2%,-3%,7%,-7%,-6
CNc1ccc(-c2noc([C@@H]3CCCN3Cc3ccccn3)n2)cn1,-24%[172 µM],?,i,?,26%[87.6 µM],-7%[87.6 µM],-9
COCc1cc(C[C@H]2CNCC[C@H]2CC(=O)N(C)Cc2ccccc2)no1,-6%[172 µM],-5%[174 µM],i,-1%[172 µM],-6%[87.6 µM],1%[87.6 µM],-1
Cc1cc(C)n(CCCC(=O)N2C[C@H](CO)C[C@H](CN(C)C)C2)n1,-17%,4%,-10%,0%,-20%,4%,13

(continued)
compound,HEK cytotox,3T3 cytotox,GPT2 inh,FLuc inh,SNCA expr inh,SNCA viab count,IP6K1 inh
O=C1CCN(S(=O)(=O)c2ccccc2)CCCN(C(=O)NCCc2ccccc2)CCN1,i,-11%,3%,-8%,3%,9%,5
Cc1cccc(-c2nnc(SCC(=O)N3CCCCC3)o2)c1,·,·,·,·,-36%,-5%,-5
Cc1cc(C)c(CNC(=O)C2CCCN(c3cnn(Cc4ccccc4)c(=O)c3)C2)c(C)c1 (stereo not drawn),?,-6%,2%,3%,45%[activator],2%,19
COc1ccc(-c2nc3cc(C(=O)N4CCCCC4)ccc3o2)cn1,-4%[172 µM],-21%[138 µM],-19%[88.5 µM],·,7%[87.6 µM],13%[87.6 µM],18
CC1CCN(S(=O)(=O)N2CCC(C(=O)N3CCCC3c3nc(C4CCOCC4)no3)CC2)CC1 (stereo not drawn),-18%,?,2%,-3%,1%,1%,-12
Cn1ncc(N2CCC(C(=O)Nc3ccccc3)C2)cc1=O (stereo not drawn),2%,-6%,i,8%,4%,0%,-2
COc1ccc(Nc2ncnc3onc(-c4ccc(Cl)cc4)c23)cc1Cl,·,·,·,·,10%,-25%,15
COc1ccc(OCC2CC3(CCCCC3)CN2S(=O)(=O)c2c(C)noc2C)cc1 (stereo not drawn),28µM*,-28%,-9%,·,-11%,-6%,23
CC1C=CC(C)N1c1ncnc2c1CN(C1CCNC1)C(=O)CN2C (stereo not drawn),-22%,-24%,?,·,?,-5%,-1
CCCCN(Cc1ccccc1)S(=O)(=O)c1cc(Br)cc2c1N(C(=O)C1CC1)CC2,·,·,·,·,-18%,3%,-8

(further entries)
compound,HEK cytotox,3T3 cytotox,GPT2 inh,FLuc inh,SNCA expr inh,SNCA viab count,IP6K1 inh
Cc1nn2c(NCCc3ncc[nH]3)cc(-c3ccccc3)nc2c1C,?,?,-8%,2%,?,3%,-1
CN(C)CC(=O)N1Cc2ccccc2CC2(CCCCN2Cc2ccccc2)C1 (stereo not drawn),?,?,i,·,2%,2%,-12
Cc1ccc(NC(=O)Cn2nc3c(cc2=O)CCCCC3)c(Cl)c1,?,-21%,?,-3%,?,-10%,16
CC(C)NC(=O)N1CCC2(CC1)CC(N1CCOCC1)CCO2 (stereo not drawn),-10%,0%,i,8%,-16%,2%,-8
Cc1ccc(OC[C@H](O)[C@H](C)NC(C)C)c2c1CCC2,·,·,2%,·,·,?,8
Cc1c(Cl)cccc1NC(=O)c1noc2c1CCCC2,·,·,·,·,211%[activator],?,-7
CCNC(=O)N1CCCC(c2noc(COc3ccccc3F)n2)C1 (stereo not drawn),-4%,-17%,i,35µM*,2%,-23%,0
CCC(=O)N1Cc2ccccc2CC2(CCN(CC3CCNCC3)CC2)C1,-10%,5%,-6%,·,-19%,0%,3
CNC(=O)CCn1ncc2cc(OC3CCc4cccc(-c5ccnn5C)c43)ccc21 (stereo not drawn),?,?,-6%[88.5 µM],-2%[172 µM],-19%[87.6 µM],-10%[87.6 µM],0
CN(CC(=O)N1CCn2nc(Cc3ccccc3)cc2C1)Cc1ccncc1,-18%,-19%,-6%[11.5 µM],6%,2%,-9%,21

Carrying on:
compound,HEK cytotox,3T3 cytotox,GPT2 inh,FLuc inh,SNCA expr inh,SNCA viab count,IP6K1 inh
CCOc1cc(=O)n2c(c1C(=O)NCc1ccc(F)cc1Cl)CCCC2,-3%,-6%,i,3%,-28%,1%,-6
Cc1ccc(CN2CCC3(CC2)C(=O)NCN3Cc2ccc(Cl)cc2)cc1,?,-26%,i,-6%,10%,0%,6
O=C1NCN(Cc2ccc(Cl)cc2)C12CCN(Cc1ccncc1)CC2,?,-18%,i,4%,-25%,4%,-4
O=C(C1CC1)N1CCCC(c2nn(-c3ccccn3)c(=O)[nH]2)C1 (stereo not drawn),3%[172 µM],-15%[138 µM],i,·,25%[87.6 µM],13%[87.6 µM],-2
Cc1cccc(CS(=O)(=O)c2ncc(Cl)c(C(=O)NCc3ccccc3)n2)c1,·,·,·,·,?,?,0
CCn1nccc1C(=O)N1CCC(C(=O)N2CCCCCCNC(=O)CC2)CC1,i,-1%,i,6%,-15%,3%,-10
COc1ccc(CNC(=O)c2cc3c(=O)[nH]c4ccccc4c3n2C)c(OC)c1,·,·,·,·,-6%,6%,3
Cc1noc(C)c1CC(=O)N1CCC(OCC2CC2)C1 (stereo not drawn),5%,i,i,1%,-31%,7%,22
O=C(NCCn1cccc1-c1nc(-c2ccccc2)no1)c1ccccc1F,?,?,-2%,?,3%,-19%,0
Cc1cc(NC(=O)CN2C(=O)NC(c3ccccc3Cl)C3=C2COC3=O)ccc1Br (stereo not drawn),45µM*,40µM*,i,?,-26%,?,-5
CC(C)c1noc(-c2cn(C3CCCN(C(=O)c4ccoc4)C3)nn2)n1 (stereo not drawn),-15%,-15%,i,-4%,17%,-17%,3
NS(=O)(=O)c1ccc2nc(NC(=O)COc3ccccc3)sc2c1,·,·,·,·,?,10%,5

An excerpt; count on the stated rates, not on these rows.
